# OX1R antag-1: human HCRTR1 antagonism; O43613; CHO/OX1R cells, Fluo-8 calcium fluorescence, orexin A; inhibition, % at 5 µM; 330,000 compounds, 0.43% hits; AID 434989;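 active = inhibition above its plate's threshold, mean inhibition of all tested compounds on the plate plus 3 SD, cut at about 37% in these data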;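 also: 0% = orexin A challenge wells and 100% = SB-334867-A antagonist wells; not every result past the cut was called active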
# Target sequence (O43613 whole entry, looked up): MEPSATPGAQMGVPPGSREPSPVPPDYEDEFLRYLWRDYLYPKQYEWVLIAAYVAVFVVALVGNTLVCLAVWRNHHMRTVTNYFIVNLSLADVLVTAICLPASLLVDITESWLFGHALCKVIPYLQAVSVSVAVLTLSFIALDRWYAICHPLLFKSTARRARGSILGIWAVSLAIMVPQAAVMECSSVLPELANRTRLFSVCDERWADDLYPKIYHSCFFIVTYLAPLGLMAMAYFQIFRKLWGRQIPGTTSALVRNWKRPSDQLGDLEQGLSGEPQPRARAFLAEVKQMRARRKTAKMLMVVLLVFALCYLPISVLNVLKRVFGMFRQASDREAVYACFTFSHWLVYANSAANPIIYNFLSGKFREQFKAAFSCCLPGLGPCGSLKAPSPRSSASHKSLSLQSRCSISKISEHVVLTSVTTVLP
# OX1R antag-2: OX1R (human) antagonism; O43613; OX1R-expressing cells, FRET antagonist read-out; inhibition, % at 6.6 µM; 330,000 compounds, 1.8% hits; AID 485270; in the data active = inhibition mostly above about 38%, no sharp cut-off; inactive = mostly below about 40%;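 also: 0% = agonist challenge alone and 100% = reference antagonist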
# Numbers without * were called inactive.
# Values run as follows: OX1R antag-2	OX1R antag-1
O=C(CCc1c[nH]c2ccccc12)NCc1ccco1
    9.2	-11.5
O=C(NNS(=O)(=O)c1ccc([N+](=O)[O-])cc1)c1ccc([N+](=O)[O-])cc1
    19.4	-13.2
OCC[C@@H]1C[C@@H](O)[C@H](O)[C@@]2(OCc3ccccc32)O1
    8.5	-0.8
Cc1nnc(SCC(=O)Nc2ccc3c4c(cccc24)CC3)n1C
    20.6	-23.4
CCc1ccccc1N(CC(=O)N1CCCCC1)S(=O)(=O)c1ccccc1
    32.8	-22.5
CC(=O)Nc1cccc(C(=O)/C=C/c2ccc(F)cc2)c1
    8.0	-4.4
O=S(=O)(c1ccccc1F)N1CCCc2ccccc21
    0.2	-9.7
O=[N+]([O-])c1ccc(OCCO)c(P(=O)(c2ccccc2)c2ccccc2)c1
    8.2	-27.2
Cc1nc2ccccc2cc1C(=O)O
    17.8	-0.6
Cc1c(CN2CCC(CO)(CCOc3ccccc3)CC2)[nH]c2c(Cl)cccc12
    2.2	-7.4

# Later entries:
# Values run as follows: OX1R antag-2	OX1R antag-1
COc1ccc(CNC(=O)c2[nH]c(C)c(C(C)=O)c2C)cc1
    7.9	-24.4
Cc1occc1C(=O)N1CCCC(CO)(Cc2ccc(F)cc2F)C1 (centres undefined)
    17.9	-10.8
O=C(CCNC(=O)c1ccco1)Nc1ccc(Cl)cc1F
    2.2	-13.3
O=C(Cn1nnc(-c2ccccc2NC(=O)c2cccs2)n1)Nc1ccccc1
    2.8	-3.6
COC(=O)c1ccc(N2C(=O)c3ccc(OC)c(OC)c3C2=O)cc1
    16.9	0.6
CCCCn1nc(C(=O)NCC(c2cccs2)N2CCOCC2)c2ccccc2c1=O (centres undefined)
    8.9	-6.2
O=C(COc1ccc(C(=O)c2ccccc2)cc1)NC1CCCCCC1
    18.4	-0.7
CN1C(=S)SC(N(O)C=C2C=CC(=O)C=C2)C1(C)C (centres undefined)
    14.2	-0.1
CCc1ccccc1N1C(=O)CN(Cc2cc(OC)c(OC)c(OC)c2)C1=S
    37.2*	-5.6
Cc1cc(C)cc(NS(=O)(=O)c2ccc3c(c2)c(=O)n(C)c(=O)n3C)c1
    7.9	-9.1

# (continued)
# Values run as follows: OX1R antag-2	OX1R antag-1
N/C(COc1cccc(Cl)c1)=N\O
    18.8	-10.8
O=C(N/N=C/c1ccc2ncccc2c1)c1cccc([N+](=O)[O-])c1
    71.9*	0.4
COc1cc([N+](=O)[O-])ccc1NC(=O)Nc1cccnc1
    4.4	-15.7
CN(C)CCCn1c(SCCN2C(=O)c3ccccc3C2=O)nc2ccccc2c1=O
    19.3	-27.0
CC(C)[C@H](NC(=O)c1cccc(S(=O)(=O)N2CCOCC2)c1)C(=O)Nc1nc2ccccc2s1
    11.2	-28.1
Cc1cc(NC(=O)CCc2ccc(C)o2)no1
    30.2	-17.1
Cc1[nH]c(=O)[nH]c(=O)c1/C=N/NC(=O)[C@H](CC(C)C)NC(=O)OC(C)(C)C
    43.8	-15.1
CCOc1ccc(NC(=O)COc2ccc(-n3cnnn3)cc2)cc1
    5.3	-12.0
Cc1cccc(NC(=O)CSc2nnc([C@@H]3CCCN3C(=O)OC(C)(C)C)o2)c1C
    17.1	-16.9
COc1cc(CN2CC(=O)N(c3ccc(C)c(C)c3)C2=S)cc(OC)c1OC
    9.6	-27.0

# The results go on.
# Values run as follows: OX1R antag-2	OX1R antag-1
CC(NC(=O)CN1CCOCC1)c1ccc(F)cc1 (centres undefined)
    6.1	6.6
CN(C(=O)CCc1nnc(CCCCc2ccccc2)o1)C1CC(C)(C)NC(C)(C)C1
    14.1	-12.7
O=C1CSc2ccc(C(=O)NCc3ccccn3)cc2N1
    3.5	7.2
O=C(CCN1C(=O)/C(=C/C=C/c2ccccc2)SC1=S)Nc1cccnc1
    11.3	-14.1
COC(=O)CSc1nc(N)c2c3c(sc2n1)C(c1ccccc1)SC(c1ccccc1)C3 (centres undefined)
    12.7	3.0
Cc1ccc(C(C)NC(=O)c2ccncc2)c(C)c1 (centres undefined)
    6.0	-15.7
CC(=O)c1ccc(OCc2cc(=O)n3ccsc3n2)cc1
    12.5	1.9
Cc1cc(=O)oc(C)c1C(=O)N1CCCCC1
    25.7	-5.1
CCN(CC)CCNC(=S)Nc1ccc(Cl)cc1
    11.3	-16.9
CCCCn1c(N)c(N(CCOC)C(=O)c2ccc(Cl)c(S(=O)(=O)N3CCCCC3)c2)c(=O)[nH]c1=O
    5.9	-20.6

# Continuation:
# Values run as follows: OX1R antag-2	OX1R antag-1
O=P(COc1ccccc1)(c1ccccc1)c1ccccc1
    13.4	-21.7
COc1cccc(NC(=O)CSc2nc3ccccc3c(=O)n2CCCC(=O)NCCCN2CCOCC2)c1
    19.2	-26.9
O=C(CCc1ccccc1)NNC(=O)c1ccc(NC(=O)c2ccccc2)cc1
    4.6	-0.5
O=C(NCC1CCCO1)c1ccc(Cl)c(S(=O)(=O)N2CCCCC2)c1 (centres undefined)
    6.1	-15.0
COc1cc(CNC2CCCCCC2)cc(OC)c1O
    8.1	3.0
CC(C)C(NC(=O)c1ccccc1NC(=O)c1ccccc1)C(=O)NNC(=O)c1ccncc1 (centres undefined)
    -6.0	-9.7
O=S(=O)(c1c(Cl)cc(Br)cc1Cl)N1CCN(C(=S)NC2CC2)CC1
    5.0	-8.0
COc1ccc(CC(=O)Nc2c(C(=O)N3CCN(c4ccccc4OC)CC3)oc3ccccc23)cc1OC
    35.4	-12.4
CN(C)S(=O)(=O)c1cccc(NC(=O)CCCc2nc3ccccc3c(=O)[nH]2)c1
    16.1	-15.2
Cc1ccc(S(=O)(=O)N(C)C)cc1NC(=O)c1cc(C(C)(C)C)nn1Cc1ccccc1
    15.9	-27.3

# (next part)
# Values run as follows: OX1R antag-2	OX1R antag-1
Cc1[nH]c2ccccc2c1C(=O)Cn1c(=O)oc2ccccc21
    7.5	-16.6
CCOc1ccc(N(CC(=O)Nc2ccc(C)cc2C)S(C)(=O)=O)cc1
    1.3	-22.3
Cc1cccc(N2CC(C(=O)NCCC3=CCCCC3)CC2=O)c1C (centres undefined)
    17.7	-11.8
COc1ccccc1CNC(=O)COC(=O)c1nccnc1N
    17.4	-15.6
CCc1noc(C)c1C(=O)N1CCCC(CCC(=O)NCc2ccc(F)c(F)c2)C1 (centres undefined)
    5.1	-21.8
CCCOc1ccc(C(=O)N2CCN(Cc3ccc4c(c3)OCO4)CC2)cc1
    12.5	-7.9
Cc1ccccc1CS(=O)(=O)c1ncc(Cl)c(C(=O)Nc2ccc(F)cc2)n1
    40.0	21.0
CCCCn1c(=O)[nH]c(=O)c2c1nc(-c1ccc(CC)c([N+](=O)[O-])c1)n2C
    18.7	-14.0
NC(=O)C1CC(=O)N(c2ccc(OCC(=O)Nc3ccccc3F)cc2)C1 (centres undefined)
    4.1	-2.9
CCOc1cc(C2C(C(=O)c3ccco3)=C(O)C(=O)N2CCc2ccccc2)ccc1O (centres undefined)
    12.7	-16.0

# (next part)
# Values run as follows: OX1R antag-2	OX1R antag-1
COCCNC(=S)N1CCc2cc(OC)c(OC)cc2C1COc1ccc(F)cc1 (centres undefined)
    22.3	-13.4
CC1CC(C)CN(S(=O)(=O)c2ccc(Oc3ccc([N+](=O)[O-])cc3)cc2)C1 (centres undefined)
    4.6	11.9
CC(C)(C)c1ccc(C(=O)NC2CCS(=O)(=O)C2)cc1 (centres undefined)
    -0.8	9.4
Cc1ccc(C(=O)OCC(=O)Nc2ccc3c(c2)OCO3)cc1S(=O)(=O)N1CCOCC1
    15.9	-1.0
N#Cc1c(SCC(N)=O)nc2c(c1-c1ccc(O)cc1)CCCC2
    4.5	-9.4
c1ccc(Nc2nc(-c3ccccn3)cs2)cc1
    76.6*	-14.7
O=C(CNC(=O)c1ccc(F)cc1)c1ccc(Cl)cc1
    19.2	-20.9
CC(=O)Nc1ccc(NC(=O)CCOc2ccccc2C)cc1
    3.8	-9.9
CC(=O)Nc1nc2ccc(NC(=O)c3ccco3)cc2s1
    18.1	-3.7
Cc1ccc(S(=O)(=O)N2CCN(CC(O)CN3CCOCC3)CC2)cc1 (centres undefined)
    8.9	9.1

# Continued:
# Values run as follows: OX1R antag-2	OX1R antag-1
CCOC(=O)C(C(=O)OCC)C(CC(=O)C1CC1)c1ccccc1 (centres undefined)
    23.4	-20.8
CC(C)C(=O)N1c2ccccc2NC2=C(C(=O)CCC2)C1c1ccc(N(C)C)cc1 (centres undefined)
    11.9	-25.1
Cc1ccc2[nH]c3c(=O)n(CC(=O)N4CC(C)CC(C)C4)ncc3c2c1 (centres undefined)
    3.5	13.7
Cc1cccc(C(=O)OCN2C(=O)c3ccccc3C2=O)c1[N+](=O)[O-]
    28.9	-8.7
O=C(OCc1ccccc1)c1cn(-c2ccccc2)nc1-c1ccncc1
    18.0	-46.6
Cc1ccc(OCC(=O)Nc2cc(S(=O)(=O)N3CCCCC3)ccc2C)c([N+](=O)[O-])n1
    15.4	-32.9
CCC(Oc1ccc(Br)cc1Cl)C(=O)Nc1nnc(C2CC2)s1 (centres undefined)
    27.5	-43.7
CCCn1c(NC(=O)c2ccc([N+](=O)[O-])o2)nc2ccccc21
    31.8	-14.1
Cc1cc(C)n(CC(O)CN(c2ccccc2)S(=O)(=O)c2ccc3ccccc3c2)n1 (centres undefined)
    29.3	7.5
O=C(NCc1ccccc1)C(c1ccc(F)cc1)N(C(=O)c1csnn1)C1CCCC1 (centres undefined)
    32.6	-16.6

# Pulled by structure from the entries so far:
# Values run as follows: OX1R antag-2	OX1R antag-1
O=C(NCc1ccccc1)C(c1ccc(F)cc1)N(C(=O)c1csnn1)C1CCCC1 (centres undefined)
    32.6	-16.6
Cc1nnc(SCC(=O)Nc2ccc3c4c(cccc24)CC3)n1C
    20.6	-23.4

# Next section
# Values run as follows: OX1R antag-2	OX1R antag-1
CC(=O)Nc1ccc(OCCC[n+]2ccccc2)cc1
    10.2	-6.6
CC1(C)CC(=O)C(C(c2ccc(Br)cc2)C2C(=O)CC(C)(C)CC2=O)C(=O)C1
    9.3	-21.9
CCOc1ccc(-c2nnc(SCC(=O)NC3CC3)o2)cc1
    3.7	-14.7
CCN1CCc2nc(NC(=O)Cc3ccc4c(c3)OCCO4)sc2C1
    5.3	-13.1
C/C(Cc1ccccc1)=N\NC(=O)CNC(=O)c1ccc(Cl)cc1Cl
    6.5	-17.5
CNc1snc(C)c1C(=O)OCC(=O)c1cc(F)ccc1OC
    7.6	-13.4
CC(=O)c1ccc(N2CCN(C(=S)Nc3cc(C)ccc3C)CC2)cc1
    -2.0	-5.8
CCOCCCNC(=O)C(Cc1ccccc1)NS(=O)(=O)c1ccc2c(c1)c(=O)n(C)c(=O)n2C (centres undefined)
    18.5	-13.0
COC(=O)[C@@]1(C)[C@H]2C(=O)N(C)C(=O)[C@H]2[C@H]2CN=C(SCC(=O)c3ccccc3)N21
    3.1	-1.9
Cc1nnc(SCc2cc(=O)[nH]c(/N=C(\N)Nc3ccccc3Sc3ccccc3)n2)s1
    19.9	-22.2

# Next part, starting with the last two of the part before.
# Values run as follows: OX1R antag-2	OX1R antag-1
COC(=O)[C@@]1(C)[C@H]2C(=O)N(C)C(=O)[C@H]2[C@H]2CN=C(SCC(=O)c3ccccc3)N21
    3.1	-1.9
Cc1nnc(SCc2cc(=O)[nH]c(/N=C(\N)Nc3ccccc3Sc3ccccc3)n2)s1
    19.9	-22.2
CCCCn1c(N)c(N(CCC(C)C)C(=O)C2=COCCO2)c(=O)[nH]c1=O
    8.7	-6.9
CCc1ccc(N2CC(C(=O)Nc3ccc(F)cc3)CC2=O)cc1 (centres undefined)
    7.5	-6.1
NC(=O)CC(NC(=O)Cc1ccc(Cl)cc1)c1ccc(N2CCC(Cc3ccccc3)CC2)c([N+](=O)[O-])c1 (centres undefined)
    7.7	-11.5
Nc1nc(-c2ccccn2)nc(N)c1Cc1c(F)cccc1Cl
    -84.5	-13.6
CC(C(=O)NC1CCCCC1)N1CCN(S(=O)(=O)c2cccs2)CC1 (centres undefined)
    4.6	-25.2
C=CCC[C@H](Cc1ccc(F)cc1)C(=O)OC[C@@H](Cc1c[nH]c2ccccc12)NC(=O)[C@@H](CC=C)CC(=O)N[C@H](CO)Cc1ccccc1
    11.2	2.6
O=C(CCCOc1ccccc1)n1nnc2ccccc21
    7.6	13.1
CC1(C)CC(=O)c2cn3nc(C(F)(F)F)nc3nc2C1
    5.2	0.8
Oc1ccccc1C(=S)N1CCN(c2cccc(Cl)c2)CC1
    13.4	-3.4
Cc1ccc(S(=O)(=O)Nc2ccccc2C(=O)Nc2nc(-c3ccc(F)cc3)cs2)cc1
    67.1*	52.2*

# More results:
# Values run as follows: OX1R antag-2	OX1R antag-1
O=C(c1ccccc1)c1cccc(NC(=O)c2ccco2)c1
    31.9	8.1
CCOc1cc(N2CCOCC2)c(OCC)cc1NC(=S)NCCCOC
    11.4	-3.5
CCOc1ccc(N(CC(=O)Nc2cccc(N(C)S(C)(=O)=O)c2)S(=O)(=O)c2ccccc2)cc1
    27.1	13.4
CCOC(=O)C1CCN(C(=O)C2CCN(S(=O)(=O)c3ccc4ccccc4c3)CC2)CC1
    19.6	-28.0
COc1nc(-c2ccccc2)cc(-c2ccccc2)n1
    10.2	-32.1
COc1ccc(S(=O)(=O)N2CCCCC2)cc1NC(=O)C1CC(=O)N(Cc2ccco2)C1 (centres undefined)
    4.4	-7.2
CCOC(=O)c1cccc2c(=O)c(C(=O)c3ccc(Cl)cc3)c(C(=O)OC)[nH]c12
    6.7	-12.3
COc1ccccc1-c1nnc(SCc2nc3ccccc3s2)n1C
    9.8	-8.9
CCOC(=O)c1cnc(-n2nc(C)cc2C)nc1N1CCOCC1
    14.7	-10.4
CN(CC(=O)Nc1ccc(N2CCOCC2)cc1)C(=O)C1CCCC1
    5.0	5.7
C=CCSc1nc(=O)n2ccccc2n1
    2.9	-7.5

# Full records as entered above. Order of values: OX1R antag-2	OX1R antag-1
# Listed for CCOc1ccc(N(CC(=O)Nc2cccc(N(C)S(C)(=O)=O)c2)S(=O)(=O)c2ccccc2)cc1 : 27.1	13.4
# Listed for CCOC(=O)C1CCN(C(=O)C2CCN(S(=O)(=O)c3ccc4ccccc4c3)CC2)CC1 : 19.6	-28.0

# OX1R antag-1: hit marks shown above.
# Values run as follows: OX1R antag-2	OX1R antag-1
Cc1ccc(S(=O)(=O)Nc2ccccc2C(=O)Nc2nc(-c3ccc(F)cc3)cs2)cc1
    67.1*	52.2*
